High-throughput results deposited in PubChem BioAssay by National Center for Advancing Translational Sciences (NCATS).
BRCA1 expr act: BRCA1 expression activation; actives 1.1% (n = 380,000); MCF7-BRCA1-FFLuc reporter, luminescence, 48 h; response scale: scaled: vehicle 0%, 10 µM genistein 100%; AID 624202; Potency, µM (series often up to 46.1 µM), for the others: at the top dose activation, usual class: activators; further: nearly all actives have a fitted effect of over 80% in size; some results filed as inactive show a strong effect at the top dose
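Cells: MCF7-BRCA1-FFLuc, 2000/well. Exposure: 48 h, 37 °C, 5% CO2. Read: luminescence, 15 min post-substrate. Controls: genistein 10 microM (maximal activation), DMSO (neutral).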
RORgamma inh: inhibitors of mouse ROR gamma transcriptional activity. Potency, µM (highest dose often 53.6 µM), for inactives: at the highest dose activity change, negative = inhibition, hits mostly inhibitors. actives 5.4% (n = 310,000). Drosophila S2 Gal4-RORgamma UAS-luciferase reporter, 20 h; further: on the % scale 0 is the no-effect control and ±100 the full control effect; nearly all actives have a fitted effect of over 60% in size
Target sequence (P51450 whole entry, looked up, the tested form may be a part): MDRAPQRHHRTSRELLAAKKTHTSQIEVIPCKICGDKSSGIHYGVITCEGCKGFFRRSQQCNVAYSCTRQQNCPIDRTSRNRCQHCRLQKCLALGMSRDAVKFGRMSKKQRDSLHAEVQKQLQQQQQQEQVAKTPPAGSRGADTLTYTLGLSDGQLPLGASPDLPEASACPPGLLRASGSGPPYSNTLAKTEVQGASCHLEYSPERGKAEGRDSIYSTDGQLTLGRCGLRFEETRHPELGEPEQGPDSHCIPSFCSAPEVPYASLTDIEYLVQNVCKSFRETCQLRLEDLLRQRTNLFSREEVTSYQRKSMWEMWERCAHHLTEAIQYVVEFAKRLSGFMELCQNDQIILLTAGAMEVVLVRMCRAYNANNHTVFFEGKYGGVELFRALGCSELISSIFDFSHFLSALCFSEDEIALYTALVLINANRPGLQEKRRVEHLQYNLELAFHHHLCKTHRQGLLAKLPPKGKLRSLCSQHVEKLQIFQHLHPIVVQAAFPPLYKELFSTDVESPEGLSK
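Read-out: Photinus luciferase luminescence; inhibitors lower reporter signal. Insect Schneider cells with Gal4-ROR gamma fusion under metallothionein promoter, UAS reporter; 700 uM final copper sulfate induction, 20 hr, ambient temperature.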
Gal4-VP16 FLuc: Gal4-VP16 reporter inhibition counter-screen; Drosophila S2 Gal4-VP16 UAS-luciferase, luminescence, 20 h; Potency, µM (titrated, usually from 53.6 µM), inactives show at the highest dose activity, negative = inhibition, usual class: inhibitors; actives 3.5% (n = 310,000); AID 2546;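 further: Gal4-VP16 expression switched on by copper sulfate through the metallothionein promoter; on the % scale 0 is the no-effect control and ±100 the full control effect; nearly all actives have a fitted effect of over 50% in size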
MBNL1 CUG block: MBNL1-poly(CUG) RNA binding inhibition; Q9NR56; TR-FRET MBNL1-His/biotin-(CUG)12 binding, 665/545 ratio; Potency, µM (series often up to 57.5 µM), without a hit: top-dose activity change, negative = inhibition, actives largely listed as inhibitors; actives 0.036% (n = 280,000); AID 2675; active means well fitted inhibition curve with a large enough effect in the signal ratio, with a control signal flat, not every such curve was filed as active; inconclusive means small, poorly fitted or top-dose-only effect, or effect the other way, or a change in a side signal; inactive means no such curve, though single readings can be large or run the other way; the % refers to the signal ratio; further: on the % scale 0 is the no-effect control and ±100 the full control effect
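Compound titration spanned 92 nM–58 uM against the MBNL1-His/biotin-(CUG)12 complex. After 60 min at room temperature with 5 nM streptavidin-XL665 and 0.055 ng/ul terbium anti-His, ratiometric 665/545 nm emission (Ex 340 nm) normalized to controls.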
MLL CXXC-DNA inh: blocks binding of human MLL CXXC domain to DNA; actives 0.037% (n = 290,000); Q03164; Potency, µM (doses to about 115 µM), for the others: top-dose activity change, negative = inhibition, usual class: inhibitors; AID 2662; MLL-CXXC / FITC-HOXA9 DNA fluorescence polarization; active means well fitted inhibition curve with a large enough effect in the polarisation, with a control signal flat, not every such curve was filed as active; inconclusive means small, poorly fitted or top-dose-only effect, or effect the other way, or a change in a side signal; inactive means no such curve, though single readings can be large or run the other way; the % refers to the polarisation
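Steps: dispense CXXC domain solution (7 uM) → pin compounds or unlabeled HOX-A9 DNA control → 5 min ambient → add FLSN-HOX-A9 solution (50 nM) → spin → 30 min ambient → fluorescence polarization. Tris pH 7.5/NaCl/DTT/BSA buffer.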
Rab9 prom act: activates the Rab9 promoter. Potency, µM (doses to about 9.22 µM), without a hit: at the top dose activation, negative = inhibition, most hits filed as activators. actives 2.8% (n = 320,000). Huh7 Rab9 promoter-luciferase reporter, luminescence, 24 h; further: % of control where 0% means no effect; nearly all actives have a fitted effect of over 60% in size
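Cells were plated at 1500 per well in reduced-serum medium with 10% FBS and left 2 h. Compound in DMSO was then added for 24 h at 37 °C. Reporter signal was read by luminescence after 10 min with luciferase detection reagent.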
FLuc modulator: counter-screen for miR-21 project: firefly luciferase inhibitors or activators | P08659 | purified FLuc, Km substrates, luminescence inhibition | Potency, µM (doses to about 57.5 µM), for the others: top-dose activity change, negative = inhibition, usual class: inhibitors | actives 6.9% (n = 360,000);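 further: plate controls were vehicle for no effect and reference inhibitor for full effect; nearly all actives have a fitted effect of over 55% in size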
Target sequence (P08659 whole entry, looked up): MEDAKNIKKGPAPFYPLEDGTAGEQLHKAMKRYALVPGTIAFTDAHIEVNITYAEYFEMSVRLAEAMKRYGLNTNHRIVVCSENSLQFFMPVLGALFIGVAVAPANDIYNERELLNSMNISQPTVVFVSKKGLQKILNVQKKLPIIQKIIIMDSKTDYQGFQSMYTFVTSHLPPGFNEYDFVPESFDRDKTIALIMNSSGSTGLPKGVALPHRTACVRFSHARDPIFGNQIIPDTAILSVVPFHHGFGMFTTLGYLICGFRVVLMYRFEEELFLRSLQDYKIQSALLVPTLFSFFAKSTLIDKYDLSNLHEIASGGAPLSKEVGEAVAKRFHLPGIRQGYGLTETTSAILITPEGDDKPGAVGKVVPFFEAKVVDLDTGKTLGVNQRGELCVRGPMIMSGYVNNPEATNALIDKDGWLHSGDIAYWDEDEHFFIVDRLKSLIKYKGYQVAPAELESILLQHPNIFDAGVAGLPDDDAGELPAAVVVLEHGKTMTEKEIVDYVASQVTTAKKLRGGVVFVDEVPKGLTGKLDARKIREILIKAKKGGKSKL
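Biochemical qHTS of compounds, final roughly 60 µM downward over six points, against 10 nM purified firefly luciferase using Km concentrations of substrates (10 uM D-luciferin, 10 uM ATP) in Tris acetate pH 7.5 buffer; luminescence output.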
ELG1 genotoxic: induces genotoxicity in HEK293T cells with luciferase-tagged ELG1; HEK293T ELG1-luciferase reporter, luminescence, 16 h; Potency, µM (titrated, usually from 46 µM), for the others: at the top dose activity change, positive = activation, most hits filed as activators; actives 1.3% (n = 330,000); AID 504466; further: % of control where 0% means no effect; nearly all actives have a fitted effect of over 60% in size
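Luminescence read-out: rising ELG1-luciferase signal, reflecting elevated ELG1 protein under genetic stress, flags genotoxic compounds. Cells were treated for 16 hr at 37 °C before ONE-Glo detection.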
p53 reactivation: re-activators of mutant p53; H1299 p53-A138V BP100-luciferase reporter, luminescence, 24 h; AID 504706; Potency, µM (top dose mostly 92.2 µM), without a hit: at the highest dose activity change, positive = activation, most hits filed as activators; actives 0.063% (n = 320,000); further: % of control where 0% means no effect; nearly all actives have a fitted effect of over 45% in size
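H1299 (p53-null), stable ts p53-A138V + BP100-Luc; 1000 cells/well, Opti-MEM/10% FBS; cpd 4 pt, 1:5; 24 h, 37 deg C, 5% CO2; detection reagent 10 min RT; luminescence.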
uPA generation: cell surface uPA generation inhibition; actives 0.31% (n = 330,000); Potency, µM (series often up to 38.3 µM), for the others: at the highest dose activity change, negative = inhibition, hits mostly inhibitors; cell surface uPA generation assay, qHTS; active means well fitted inhibition curve with a large enough effect; inconclusive means small, poorly fitted or top-dose-only effect; inactive means no such curve, though single readings can be large or run the other way; tested in mouse RAW 264.7 cells; further: on the % scale 0 is the no-effect control and ±100 the full control effect; nearly all actives have a fitted effect of over 55% in size
NPC1 promoter act: activators of NPC1 promoter. Huh7 NPC1 promoter luciferase reporter, 24 h. Potency, µM (series often up to 9.22 µM), for inactives: top-dose activation, usual class: activators. actives 2.4% (n = 320,000). AID 485313;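 further: % of control where 0% means no effect; nearly all actives have a fitted effect of over 60% in size; reporter is driven by a mutant NPC1 promoter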
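Huh7 cells stably carrying NPC1 promoter–luciferase, plated in Opti-MEM with 10% FBS for 2 h, were exposed to compound in DMSO for 24 h at 37 °C; luciferase reagent was added for 10 min and luminescence read.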
* marks the source's active call; other numbers are inactive results; ? = inconclusive; . = no result given; [ ] = remark or other dose. Unless noted, the call rests on the fitted dose curve; in most records, active means well fitted curve in the direction sought with a large enough effect; inconclusive means small, poorly fitted or top-dose-only effect, or another doubt; inactive means no such curve, though single readings can be large; an effect the other way counts as inactive or inconclusive. Potency means the concentration at half of the fitted maximal effect. The list is partial, so the mix of outcomes need not match the whole.

no. | SMILES | BRCA1 expr act | RORgamma inh | Gal4-VP16 FLuc | MBNL1 CUG block | MLL CXXC-DNA inh | Rab9 prom act | FLuc modulator | ELG1 genotoxic | p53 reactivation | uPA generation | NPC1 promoter act
1 | N#Cc1ccsc1NC(=O)CSc1nnc(-c2ccccc2)o1 | 40% | -15% | -3% | 7% | 55%[activator] | -6% | -11% | -2% | 30% | -6% | 1%
2 | CCCn1c(SC(C)C(=O)O)nc2ccccc21 (stereo not drawn) | 1% | -24% | 4% | 7% | -17% | 4% | 1% | -9% | -3% | 4% | 1%
3 | O=C(CN1CCN(Cc2ccccc2)CC1)c1ccccc1 | 0% | -16% | -3% | 1% | 0% | -2% | 1% | 1% | 3% | 0% | -3%
4 | COc1ccccc1N1CCN(C(=O)CSc2nc(C)c(Cc3ccccc3)c(=O)[nH]2)CC1 | -45% | ? | 1% | 6% | 7% | 5% | -2% | -9% | -2% | 0% | 2%
5 | Cc1ccccc1C(=O)N1CCN(c2ccc(NC(=O)c3cccs3)cc2)CC1 | -38% | ? | -20% | -4% | -1% | -4% | -1% | -20% | -5% | 4% | -7%
6 | O=C(Nc1ccccc1F)C1CCCN(S(=O)(=O)c2cccc3cccnc23)C1 (stereo not drawn) | 0% | ? | 0% | -11% | -7% | 2% | 7% | -8% | -5% | 18% | -3%
7 | N#C/C(=C1\CCCN1)c1nc2ccccc2c(=O)[nH]1 | -27% | -16% | 2% | -5% | 0% | 5% | 1% | 3% | 14% | 0% | 4%
8 | CN1CCN(S(=O)(=O)c2ccc(Br)c3ccccc23)CC1 | -7% | 4% | 1% | 38%[activator] | 3% | -1% | 3% | 2% | -4% | -10% | -2%
9 | CC1CN(Cc2ccc(C#N)cc2Cl)CC(C)O1 (stereo not drawn) | 15% | -2% | -1% | -13% | 0% | -5% | 0% | 0% | -6% | 0% | -7%
10 | C=CCn1c(=NC(=O)c2cccc(N3C(=O)CCC3=O)c2)sc2cccc(OC)c21 | -17% | 18% | 4% | -3% | 8% | -3% | ? | -8% | -2% | -5% | 1%
11 | CN(C)c1ccc(-c2nnn(CC(=O)Nc3ccccc3N3CCOCC3)n2)cc1 | -4% | 27% | -10% | -8% | 0% | 9% | 27µM* | -2% | 2% | -14% | 30%
12 | O=C(Nc1cccc2cccnc12)c1cccnc1 | -35% | 2% | 21% | 12% | 2% | -6% | -4% | 5% | 10% | . | 0%
13 | O=S(=O)(Nc1ccc(Cl)cn1)c1ccc2c(c1)OCCO2 | 2% | . | . | . | . | 2% | 0% | 2% | 0% | -3% | -2%
14 | CC(=O)c1cc(-c2ccccc2)n(CC(=O)Nc2cc(C)cc(C)c2)c1C | -18% | -9% | -8% | 1% | -6% | 0% | 0% | 8% | -11% | -3% | -3%
15 | N#C/C(=C(/O)COc1ccccc1)c1nnc2n1CCCCC2 | 0% | ? | -9% | -22% | 14% | 1% | -5% | 0% | 8% | 5% | 0%
16 | Cc1cc(C(=O)NNC(=O)C2CCCC2)c(C)o1 | 32% | 27% | -2% | -5% | 7% | -2% | -1% | 4% | -2% | 3% | -2%
17 | O=C(O)CN(Cc1ccco1)S(=O)(=O)c1ccccc1 | 13% | -13% | -3% | 0% | 3% | -8% | 0% | -4% | -1% | -2% | -1%
18 | COc1cc2c(cc1OC)C(Nn1cnnc1)=NC1(CCCC1)C2 | -4% | -8% | -2% | 10% | 8% | -2% | -2% | -1% | 0% | -3% | 0%
19 | Cc1ccc(NC(=O)CSc2nc3[nH]c(=O)cc(O)c3s2)c(Br)c1 | -13% | . | . | . | . | -2% | -1% | 0% | 9% | -13% | 0%
20 | Cc1ccc(C(=O)COC(=O)CCN2C(=O)C3C4CCC(C4)C3C2=O)cc1C (stereo not drawn) | -7% | 24% | 6% | -4% | 1% | 1% | 11µM* | -2% | 0% | 15% | 2%
21 | COCCCNC(=S)N1CCN(Cc2ccc3c(c2)OCO3)CC1 | -10% | -12% | 2% | 3% | 5% | -2% | -1% | -5% | 0% | 5% | -2%
22 | C=C(C)Cn1c(SCC(=O)O)nnc1-c1ccc(C(C)(C)C)cc1 | -7% | -1% | 2% | -5% | -18% | 1% | ? | -5% | -11% | -4% | -1%
23 | C=CCNC(=O)c1onc(CSc2ccc(C)c(C)c2)c1C(=O)O | 0% | -27% | -4% | 3% | -21% | 2% | ? | 1% | 0% | 9% | 2%
24 | CCOc1ccc2nc(NC(=O)CSc3cn[nH]n3)sc2c1 | ? | -1% | -11% | -4% | -5% | 4.5µM* | 2.7µM* | 4.6µM* | ? | . | 2.8µM*
25 | CCC1=NN2C(=N)/C(=C\c3ccc(OCCOc4ccccc4)c(OC)c3)C(=O)N=C2S1 | . | 0%[1.91 µM] | 3% | -3% | ? | 8% | 0% | 1% | . | . | -1%
26 | N#CCCN(Cc1cccnc1)C(=S)NCc1ccco1 | -2% | 21% | 14% | -12% | -6% | -3% | -3% | -4% | 1% | 4% | 1%
27 | CCN1CCC(C(N)=O)CC1 | 12% | -38% | 0% | -4% | 14% | 11% | -1% | 0% | 16% | -1% | 18%
28 | Cc1ccc(S(=O)(=O)CCC(=O)OCC(=O)NC2CCS(=O)(=O)C2)cc1 (stereo not drawn) | -6% | . | . | . | . | -1% | 3% | -3% | 7% | 2% | -1%
29 | CCCCCCn1c(=O)c(-c2ccccc2)c(O)c2ccccc21 | -13% | 1% | -11% | -4% | 5% | 2% | 2% | -2% | -1% | -2% | 1%
30 | COc1ccc(CC(CN)c2ccccc2)cc1 (stereo not drawn) | -30% | 9% | 0% | -4% | 19% | -3% | 2% | -5% | . | -11% | -7%
31 | Cc1ccc(NC(=O)C2=CC=CN3CCS(=O)(=O)N=C23)cc1 | 31% | . | . | . | . | 2% | ? | 12% | 0% | -17% | 9%
32 | CCCc1cc(=O)oc2cc(OCC(=O)NCCc3c[nH]c4ccc(OC)cc34)ccc12 | -19% | ? | -12% | -4% | 2% | 0% | 1% | -6% | 2% | -1% | -4%
33 | COc1ccc2nc(C3CCCCC3)nc(C3CCCCC3)c2c1 | 3% | . | . | . | . | 1% | 6% | 0% | 3% | 14% | -3%
34 | O=C(NNC(=O)c1ccc(Br)s1)NC1CCCCC1 | -2% | 4% | -5% | 1% | 9% | 0% | -2% | 3% | 0% | 13% | -1%
35 | CCCc1ccc(S(=O)(=O)N2CCN(C(C)C(=O)NC3CCCC3)CC2)cc1 (stereo not drawn) | -18% | . | . | . | . | -3% | -2% | -2% | 6% | 1% | -6%
36 | O=C1C(=O)N(Cc2ccccc2)C(=O)N1CCOc1ccccc1 | 0% | 22% | 13% | -4% | 7% | 1% | 1% | 3% | 3% | 3% | 1%
37 | CCOc1ccc(/C=N/Nc2cc(C)nc(N3CCOCC3)n2)cc1 | 35% | 31% | -8% | 0% | -15% | 19% | 1.3µM* | 3% | 2% | 1% | 23%
38 | Cc1ccc(NC(=O)CN(C)C(=O)/C=C/c2cccs2)cc1 | 1% | 26% | ? | 9% | -14% | -5% | -3% | 6% | 0% | 3% | -1%
39 | CCN(c1ccc(C(=O)CSc2nnc(C3CC3)n2C2CC2)cc1)S(C)(=O)=O | 2% | . | . | . | . | 3% | 1% | 0% | 3% | 6% | -2%
40 | CCN1CCc2c(sc(NC(=O)Cc3ccccc3)c2C(N)=O)C1 | -1% | -3% | -7% | 11% | . | -7% | -3% | 2% | -8% | -11% | 3%
41 | O=C(COC(=O)CNS(=O)(=O)c1ccc(F)c(F)c1F)Nc1ccc(OC(F)F)cc1 | -9% | -2% | -7% | -9% | 3% | -2% | 0% | 2% | 2% | -8% | -1%
42 | COc1cccc(C2(c3cccc(OC)c3)CC2C(=O)Nc2cccc3ccccc23)c1 (stereo not drawn) | -10% | -5% | -14% | -7% | 16% | 1% | -12% | 1% | ? | 1% | -1%
43 | COc1ccccc1C(=O)C1CCCN(C(=O)c2snnc2C)C1 (stereo not drawn) | -16% | -7% | 1% | -3% | 2% | 0% | -1% | -1% | -1% | -2% | 0%
44 | COc1ccccc1NC(=O)CSc1nnc(C)n1CC1CCCO1 (stereo not drawn) | 11% | ? | 1% | -24% | -7% | 0% | -4% | 2% | 5% | -3% | 2%
45 | CCN(C(C)=O)c1cccc2ccccc12 | -21% | 8% | 0% | -1% | 12% | -2% | 3% | 6% | -13% | 8% | 2%
46 | CCn1nc(C)cc1C(=O)OCC(=O)c1ccc(Cl)cc1 | 6% | 7% | 9% | 4% | 7% | 6% | ? | 0% | 6% | 0% | -1%
